Assay outcomes as filed in PubChem BioAssay.
MsrA inhibitor: bovine MsrA enzyme inhibitors, primary screen, biochemical, absorbance, HTS; inhibition, % at 15.5 µM; 360,000 tested, 0.75% active; Methionine sulfoxide reductase A (Bos taurus); AID 651718, 2012; purified bovine MsrA, absorbance read-out; in the data active means inhibition above about 4.5%;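 further: 0% = vehicle wells with enzyme and 100% = reference inhibitor wells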
Scp1 inh: Scp-1 phosphatase inhibitors, primary screen, biochemical, colorimetric, uHTS; Carboxy-terminal domain RNA polymerase II polypeptide A small phosphatase 1 (Homo …; Recombinant Scp1, phosphopeptide, malachite green phosphate absorbance; inhibition, % at 20 µM; 340,000 tested, 0.88% active;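 active means inhibition above about 50% at 20 µM, limit read from the data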;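 further: plate controls were DMSO wells with enzyme for no effect and wells lacking enzyme for full effect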
Target sequence (Q9GZU7 76-261 limits assumed): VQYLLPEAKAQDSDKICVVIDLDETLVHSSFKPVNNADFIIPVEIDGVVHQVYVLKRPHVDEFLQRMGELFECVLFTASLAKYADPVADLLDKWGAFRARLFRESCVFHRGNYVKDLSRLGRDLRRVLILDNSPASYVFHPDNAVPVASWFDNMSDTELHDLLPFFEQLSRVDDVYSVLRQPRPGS
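System: SCP-1 catalytic domain; Reagent: Phospho 17-mer peptide substrate; Doses: one concentration, 20 µM, with 1.0% DMSO; Incubation: 45 min room-temperature reaction, 5 min colour, 30 min stabiliser; Signal: Phosphate-binding colour reagent, absorbance read at 630 nm.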
SUMO1-SIM PPI: modulators of SUMO1 protein-protein interactions, primary screen, biochemical, uHTS. Small ubiquitin-related modifier 1 (Homo sapiens), P63165. SUMO1 binding to a labelled peptide, TR-FRET, 1 h. inhibition, % at 20 µM. 360,000 tested, 0.33% active. AID 602429, 2012; in the data active means inhibition above about 37%
Target sequence (P63165 whole entry, looked up): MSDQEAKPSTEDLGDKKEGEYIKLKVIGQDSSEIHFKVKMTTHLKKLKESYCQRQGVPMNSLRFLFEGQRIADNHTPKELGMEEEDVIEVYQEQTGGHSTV
NadD block: inhibitors of S. aureus NadD, primary screen, biochemical, colorimetric, uHTS; purified NadD enzyme, colorimetric absorbance read-out; AID 602399, 2012; inhibition, % at 20 µM; 360,000 tested, 0.78% active; Nicotinate-nucleotide adenylyltransferase NadD (Staphylococcus aureus N315); in the data active means inhibition above about 26%; further: some compounds past the cut are filed as inactive
Rpn11 block: Rpn11 (PSMD14) deubiquitinase inhibitors, primary screen, biochemical, fluorescence polarization, uHTS; 26S proteasome non-ATPase regulatory subunit 14 (Homo sapiens), O00487; human 26S proteasome, Ub4-pepOG fluorescence polarization; 20S core pre-blocked with epoxomicin; calls only at 20 µM; 360,000 tested, 0.59% active; AID 588493, 2011;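 active means inhibition at 20 µM, scaled to each plate's controls, above about 33%, limit read from the data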
DNMT1 inh: human DNMT1 methyltransferase inhibitors, primary screen, biochemical, molecular beacon, fluorescence, HinP1I cleavage, uHTS. inhibition (reported as % activation of signal), % at 10 µM. 360,000 tested, 0.83% active. AID 588458, 2011; in the data active means inhibition above about 50%
CSN deneddyl inh: inhibitors of CSN-mediated cullin deneddylation, primary screen, biochemical, fluorescence polarization, uHTS; COP9 signalosome complex subunit 5 (Homo sapiens), Q92905; Purified CSN, SCF-Nedd8-OG deneddylation; inhibition, % at 12.5 µM; 360,000 tested, 0.38% active;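 active means pattern-corrected inhibition above about 35%, with an unprinted fluorescence ratio check between 0.5 and 1.5, limit read from the data, passing the limit was not always enough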;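 further: 0% = enzyme with substrate and 100% = substrate without enzyme; some results filed as inactive read as strong as hits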
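Assay system: HEK293T-derived human Csn5 enzyme; quantity: 0.24 nM enzyme; medium: Tris/NaCl/DTT buffer, pH 7.5; also added: substrate SCFSkp2-Nedd8OG, 10 nM; doses: 12.5 µM compound; schedule: 90 min reaction at room temperature; signal: FP; read-out: % inhibition of substrate cleavage by Csn5; benchmarks: substrate-only high control, full reaction low control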
LMPTP inh: LMPTP phosphatase inhibitors, primary screen, biochemical, fluorescence intensity, uHTS | inhibition, % at 20 µM | recombinant LMPTP-A, OMFP fluorogenic substrate | Low molecular weight phosphotyrosine protein phosphatase (Homo sapiens), P24666 | 360,000 tested, 0.22% active;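 active means compounds that cut the enzyme signal by at least half of the control window in the single-dose screen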;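 further: plate controls were DMSO wells with enzyme plus substrate for no effect and substrate without enzyme for full effect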
Target sequence (P24666 whole entry, looked up): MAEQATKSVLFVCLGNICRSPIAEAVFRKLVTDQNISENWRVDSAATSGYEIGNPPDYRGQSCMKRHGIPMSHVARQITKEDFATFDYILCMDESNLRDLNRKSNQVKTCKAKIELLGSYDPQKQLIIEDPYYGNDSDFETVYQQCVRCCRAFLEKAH
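Test system: LMPTP-A phosphatase enzyme. Amount: LMPTP-A at 0.625 nM final in the reaction. Reagent: OMFP substrate, 400 µM final. Times: 50 min at room temperature. Signal: endpoint fluorescence intensity from OMFP dephosphorylation. Read-out basis: % inhibition. Benchmarks: no-enzyme and uninhibited controls.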
Tb MetRS inh: T. brucei MetRS inhibitors, primary screen, biochemical, luminescence. purified T. brucei MetRS, ATP depletion, Kinase-Glo luminescence. inhibition, % at 11.9 µM. 360,000 tested, 0.4% active;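 active means inhibition above a per-plate cutoff of the control wells' mean inhibition plus 3 SD, cut at about 5.5% in these data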;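 further: 0% = DMSO wells median and 100% = median of wells with control inhibitor compound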
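Material: T. brucei methionyl-tRNA synthetase, purified; reagent: substrates ATP, L-methionine and bulk Escherichia coli tRNA; dosing: 11.9 µM single point; timing: 15 min plus 2 h at 25 °C; detection: luminescence of leftover ATP; evaluation: % inhibition; control set: DMSO-only wells as low control; replicates: singlicate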
STEP block: STEP phosphatase inhibitors, primary screen, biochemical, fluorescence intensity, uHTS. recombinant STEP, OMFP fluorogenic substrate. inhibition, % at 20 µM. 360,000 tested, 0.25% active. AID 588621, 2011;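 active means inhibition at 20 µM, scaled per plate between control wells, above about 37%, limit read from the data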;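 further: 0% = DMSO with enzyme and substrate and 100% = substrate only without enzyme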
Target sequence (P54829 whole entry, looked up): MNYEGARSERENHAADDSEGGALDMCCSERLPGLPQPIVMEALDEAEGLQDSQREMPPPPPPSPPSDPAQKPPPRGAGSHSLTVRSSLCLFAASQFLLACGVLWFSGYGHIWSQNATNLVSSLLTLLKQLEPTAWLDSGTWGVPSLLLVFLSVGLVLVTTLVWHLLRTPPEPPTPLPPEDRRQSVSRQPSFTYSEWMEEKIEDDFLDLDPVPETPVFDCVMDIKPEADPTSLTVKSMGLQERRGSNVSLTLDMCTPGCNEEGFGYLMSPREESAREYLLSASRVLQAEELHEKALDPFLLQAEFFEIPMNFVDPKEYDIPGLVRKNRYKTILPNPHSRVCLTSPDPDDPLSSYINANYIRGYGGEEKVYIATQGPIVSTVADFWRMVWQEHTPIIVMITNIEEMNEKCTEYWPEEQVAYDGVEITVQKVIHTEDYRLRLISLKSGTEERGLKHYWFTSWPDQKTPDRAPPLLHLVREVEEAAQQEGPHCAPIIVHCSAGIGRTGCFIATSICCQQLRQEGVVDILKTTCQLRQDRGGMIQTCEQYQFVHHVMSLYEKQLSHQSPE
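Measure: Control-normalized % inhibition with plate pattern correction | Test system: STEP phosphatase, cell-free reaction | Medium: pH 6.0 Bis-Tris with DTT and Tween 20 | Technique: Fluorescence, 480/540 nm | Times: Reaction 20 min, ambient temperature | Doses: Single compound dose of 20 µM, 1% DMSO final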
Starred values were filed as active, the others as inactive; i = inactive; / = not tested or not shown.

SMILES	MsrA inhibitor	Scp1 inh	SUMO1-SIM PPI	NadD block	Rpn11 block	DNMT1 inh	CSN deneddyl inh	LMPTP inh	Tb MetRS inh	STEP block
CC(C)OCCCNC(=O)C1CC(=O)N(CCc2ccccc2)C1 (centres undefined)	0.1	-9.7	-0.7	-3.6	i	0.9	-0.3	0.5	0.1	1.1
CN(Cc1ccccc1)/C(=N/O)c1cccc(Cl)c1	0.3	-9.7	7.9	0.3	i	-1.2	8.9	1.2	-1.4	1.6
COc1cccc(C2=NN(C(=O)c3ccco3)C(O)(C(F)(F)F)C2)c1 (centres undefined)	1.0	9.4	-1.0	-1.7	i	2.9	3.6	1.2	-0.8	-1.4
COc1cccc2nc3cc(C)c(C)cc3nc12	1.1	2.0	-22.5	-9.5	i	38.0	3.7	2.8	-6.7	5.2
O=C(Nc1ccc(Cl)cc1)c1ccc2c(c1)S(=O)(=O)c1ccccc1C2=O	-0.5	-4.9	-1.1	7.2	i	15.0	-1.2	-0.6	-0.1	1.4
O=C(O)Cc1csc(NC(=O)c2ccco2)n1	2.6	4.5	9.8	-0.8	i	6.1	0.2	-1.5	-1.1	1.5
CC(C)C1NC2(C(=O)c3ccccc3C2=O)C2C(=O)N(c3ccc(F)cc3)C(=O)C12 (centres undefined)	1.1	-2.0	1.1	-8.1	i	-4.8	-1.9	-1.2	1.1	0.5
CCn1cc(C(=O)NCCc2ccccc2)c(=O)c2cc(S(=O)(=O)N3CCCC3)ccc21	0.6	-1.4	1.4	-0.8	i	-6.7	12.7	-0.6	0.1	2.4
CC(N1CCOC1=O)S(=O)(=O)c1ccccc1 (centres undefined)	-0.6	-3.3	0.8	-0.6	i	3.0	-1.0	-1.9	-0.5	-1.2
COc1ccccc1NS(=O)(=O)c1cccc(C(=O)NCC2(N3CCCCC3)CCCCC2)c1	0.6	-1.9	-0.9	-7.0	i	2.0	-1.9	1.0	-0.2	-1.2
Oc1ccc(N=Nc2ccc3c(c2)OCCO3)c2ncccc12	0.2	-9.4	-16.0	27.2*	i	1.0	0.6	6.7	-1.1	3.6
Cc1nnc(SCCCn2c(N3CCN(c4ccccc4)CC3)nc3c2c(=O)[nH]c(=O)n3C)s1	-1.2	3.0	5.0	5.2	i	1.1	-8.8	-2.3	1.3	-1.4
Nc1cc(N)nc(SCC(=O)NNC(=O)c2ccc(Cl)cc2)n1	-1.4	-4.7	4.2	1.1	i	0.4	3.5	-1.8	-1.1	-1.8
CC(C)[C@H](NC(=O)N1CCn2c1nc1ccccc12)C(=O)N[C@@H](C(=O)O)c1ccccc1	-0.4	-1.4	2.7	-2.3	i	4.2	-5.3	-3.0	-0.7	-1.0
O=C(Cc1ccc(Cl)cc1)Nc1ccc(N2CCN(C(=O)c3ccco3)CC2)cc1	0.8	-11.9	24.8	5.5	i	-8.8	-1.1	1.9	-0.6	5.0
CC(C)CN(CCNC(=O)CN1C(=O)COc2ccc(S(=O)(=O)N3CCC(C)CC3)cc21)CC(C)C	-1.5	0.6	-4.9	-3.7	i	2.6	1.2	-0.8	0.2	0.5
CS(=O)(=O)NCCNc1cc(Cl)ccc1[N+](=O)[O-]	1.6	-2.5	-31.7	-2.8	i	-0.7	9.0	2.9	0.1	-0.1
COCCN1C(=O)/C(=C2/C(=O)N(CC(=O)Nc3ccccc3Cl)c3ccccc32)SC1=S	0.7	-5.5	-7.2	22.3	i	-2.4	4.5	5.5	-0.8	7.8
O=C(CNC(=O)c1ccc(Br)o1)NC1CCCCC1	-0.1	-7.6	-1.7	-2.5	i	1.1	-1.2	-0.2	0.4	0.0
Cc1ccc(C2(C)NC(=O)N(CC(=O)N3c4ccccc4NC(=O)CC3C)C2=O)cc1 (centres undefined)	-0.6	2.8	-1.1	4.1	i	5.4	-0.7	0.0	-0.2	-0.1

Given bar-delimited: entries from further up.
smiles | MsrA inhibitor | Scp1 inh | SUMO1-SIM PPI | NadD block | Rpn11 block | DNMT1 inh | CSN deneddyl inh | LMPTP inh | Tb MetRS inh | STEP block
CCn1cc(C(=O)NCCc2ccccc2)c(=O)c2cc(S(=O)(=O)N3CCCC3)ccc21 | 0.6 | -1.4 | 1.4 | -0.8 | i | -6.7 | 12.7 | -0.6 | 0.1 | 2.4
CC(N1CCOC1=O)S(=O)(=O)c1ccccc1 (centres undefined) | -0.6 | -3.3 | 0.8 | -0.6 | i | 3.0 | -1.0 | -1.9 | -0.5 | -1.2
COc1ccccc1NS(=O)(=O)c1cccc(C(=O)NCC2(N3CCCCC3)CCCCC2)c1 | 0.6 | -1.9 | -0.9 | -7.0 | i | 2.0 | -1.9 | 1.0 | -0.2 | -1.2
Oc1ccc(N=Nc2ccc3c(c2)OCCO3)c2ncccc12 | 0.2 | -9.4 | -16.0 | 27.2* | i | 1.0 | 0.6 | 6.7 | -1.1 | 3.6
Cc1nnc(SCCCn2c(N3CCN(c4ccccc4)CC3)nc3c2c(=O)[nH]c(=O)n3C)s1 | -1.2 | 3.0 | 5.0 | 5.2 | i | 1.1 | -8.8 | -2.3 | 1.3 | -1.4
Nc1cc(N)nc(SCC(=O)NNC(=O)c2ccc(Cl)cc2)n1 | -1.4 | -4.7 | 4.2 | 1.1 | i | 0.4 | 3.5 | -1.8 | -1.1 | -1.8
CC(C)[C@H](NC(=O)N1CCn2c1nc1ccccc12)C(=O)N[C@@H](C(=O)O)c1ccccc1 | -0.4 | -1.4 | 2.7 | -2.3 | i | 4.2 | -5.3 | -3.0 | -0.7 | -1.0
O=C(Cc1ccc(Cl)cc1)Nc1ccc(N2CCN(C(=O)c3ccco3)CC2)cc1 | 0.8 | -11.9 | 24.8 | 5.5 | i | -8.8 | -1.1 | 1.9 | -0.6 | 5.0
CC(C)CN(CCNC(=O)CN1C(=O)COc2ccc(S(=O)(=O)N3CCC(C)CC3)cc21)CC(C)C | -1.5 | 0.6 | -4.9 | -3.7 | i | 2.6 | 1.2 | -0.8 | 0.2 | 0.5
CS(=O)(=O)NCCNc1cc(Cl)ccc1[N+](=O)[O-] | 1.6 | -2.5 | -31.7 | -2.8 | i | -0.7 | 9.0 | 2.9 | 0.1 | -0.1

Other entries:
SMILES	MsrA inhibitor	Scp1 inh	SUMO1-SIM PPI	NadD block	Rpn11 block	DNMT1 inh	CSN deneddyl inh	LMPTP inh	Tb MetRS inh	STEP block
CC(=O)Nc1ccc(C(=O)Nc2nc(-c3ccccn3)cs2)cc1	-0.7	6.4	5.8	6.4	i	-4.5	0.7	3.1	-0.9	2.4
CC1(C)C2CCC1(CS(=O)(=O)NC1CCCC1)C(=O)C2 (centres undefined)	-0.6	-7.1	-0.7	3.6	i	0.8	-1.8	0.1	-0.5	-3.2
COc1ccc(Nc2c(-c3ccco3)nc3cccc(C)n23)cc1	0.9	-16.3	-1.5	-4.8	i	-0.7	5.6	2.6	-0.3	1.7
CCN(CC)CCCn1c2c(c(SCC(=O)Nc3nc4ccccc4s3)nc1=O)CCC2	0.5	7.9	-4.9	-10.2	i	2.5	-3.5	1.9	-0.6	-1.3
Cc1ccc(C(=O)CSc2ccccn2)cc1	1.1	7.1	-0.7	1.6	i	3.0	6.5	-1.4	-0.3	-1.5
Cc1ccc(C(=O)NCCCNC(=O)c2ccc(C)nc2)cc1	0.5	1.6	3.4	-2.0	i	2.4	5.0	0.7	0.4	-2.8
Cc1cccc(NC(=O)CSc2nnc(CN3CCOCC3)n2C)c1C	-0.9	-5.4	1.4	-3.4	i	-2.7	-0.2	0.7	-0.5	-1.8
C=CCN(c1ccccc1)S(=O)(=O)c1cccc(C(=O)NCC(c2ccc(OC)cc2)N2CCCCC2)c1 (centres undefined)	-0.1	-4.0	3.9	-1.1	i	-2.7	-4.6	0.4	0.4	-2.1
CCC(C)(C)n1nnnc1C(c1ccc(OC)c(OC)c1)N1CCN(c2ccc(F)cc2)CC1 (centres undefined)	0.2	-7.1	-0.7	2.2	i	-6.4	1.3	-2.5	-1.0	4.3
COc1ccc(Cc2[nH]n3c(=O)cc(C)nc3c2-c2ccccc2)cc1	2.0	-4.5	3.3	-1.2	i	0.9	0.1	1.1	-0.5	2.5
O=C(NCCc1c[nH]c2ccccc12)C(=O)NCC(c1ccco1)N1CCN(c2ccccc2F)CC1 (centres undefined)	/	8.0	-2.4	0.7	i	-4.8	-3.7	1.4	0.0	3.4
Cc1ccc(S(=O)(=O)Nc2cccnc2)cc1C	0.4	-9.5	4.1	-2.7	i	4.4	-2.0	-2.2	-1.7	-3.1
Cc1cccc(N2CCN(C(=O)CNC(=O)C3CCCCC3)CC2)c1C	0.8	1.8	2.3	-5.0	i	2.6	3.2	-1.8	-0.6	0.1
COC(=O)CCC(=O)NNC(=O)c1cccc(Br)c1	0.1	0.3	-1.3	-2.1	i	2.1	-11.1	-1.6	-1.2	-0.9
O=C(CSc1nc2c(sc3ccccc32)c(=O)n1CCO)NCc1ccco1	1.9	73.9*	5.4	-0.7	i	25.1	7.7	1.3	-1.0	2.8
Cc1ccc2ncccc2c1NC(=S)NC(=O)c1ccccc1	0.7	-7.1	-3.1	-3.1	i	-0.3	-4.0	0.5	2.0	-2.3
OC[C@@H]1CN(Cc2ccc3c(c2)OCO3)C[C@H](n2cnc3c(NCc4ccco4)ncnc32)O1	-0.1	/	0.8	2.6	i	2.9	0.9	-0.3	0.0	1.8
Cc1ccc(C)c(/C=N/NC(=S)NC(C)C)c1	1.2	0.5	-1.5	-2.4	i	1.6	-3.7	0.2	-0.9	3.7
COc1ccc(OC)c(-c2c[n+](=O)c3c(n2[O-])CCCC3)c1	0.9	-5.5	-3.2	-1.9	i	-0.7	5.7	-0.4	-0.5	-1.0
COc1ccc(OC)c(NC(=O)CSc2nnc(C3CCCCC3)n2N)c1	-1.4	-2.8	1.1	-2.2	i	-7.3	0.5	0.6	-0.1	2.0
